From PubChem BioAssay
TDP1 block: blocks human tyrosyl-DNA phosphodiesterase 1. recombinant TDP1, AlphaScreen DNA substrate cleavage. Potency, µM (series often up to 130 µM), inactives show at the top dose activity change, negative = inhibition, hits mostly inhibitors. 350,000 compounds, 0.28% hits. AID 485290; further: nearly all actives have a fitted effect of over 40% in size
Target sequence (Q9NUW8 whole entry, looked up): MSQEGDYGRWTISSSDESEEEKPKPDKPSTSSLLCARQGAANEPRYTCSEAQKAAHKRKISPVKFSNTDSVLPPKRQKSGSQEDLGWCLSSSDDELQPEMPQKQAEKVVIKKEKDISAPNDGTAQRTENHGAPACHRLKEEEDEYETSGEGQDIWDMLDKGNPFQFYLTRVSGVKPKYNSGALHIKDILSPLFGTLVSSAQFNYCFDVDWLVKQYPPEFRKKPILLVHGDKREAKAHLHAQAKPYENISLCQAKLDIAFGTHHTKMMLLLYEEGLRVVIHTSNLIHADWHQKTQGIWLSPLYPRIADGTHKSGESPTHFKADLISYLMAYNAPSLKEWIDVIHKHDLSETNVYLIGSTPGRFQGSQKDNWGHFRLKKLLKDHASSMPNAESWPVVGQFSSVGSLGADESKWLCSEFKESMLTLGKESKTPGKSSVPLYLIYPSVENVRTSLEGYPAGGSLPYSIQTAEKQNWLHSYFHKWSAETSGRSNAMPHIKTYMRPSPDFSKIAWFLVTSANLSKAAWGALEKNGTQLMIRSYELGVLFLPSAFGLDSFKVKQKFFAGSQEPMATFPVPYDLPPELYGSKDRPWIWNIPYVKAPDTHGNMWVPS
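Steps: enzyme plus compound, 15 min RT; add biotin/phosphotyrosine-FITC oligonucleotide (15 nM final), react 5 min; add donor/acceptor beads (10 ug/ml final), 10 min; read AlphaScreen. Tdp1 at 1 nM final.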
TDP1 cell noCPT: qHTS for Inhibitors of human tyrosyl-DNA phosphodiesterase 1 (TDP1): qHTS in cells in absence of CPT; 420,000 compounds, 15% hits; DT40 Tdp1-/- hTDP1 cells, no CPT, ATP luminescence, 48 h; Potency, µM (top dose mostly 46.2 µM), for the others: at the top dose activity change, negative = growth inhibition, most hits filed as inhibitors; further: nearly all actives have a fitted effect of over 55% in size
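Camptothecin absent (DMSO only). Human TDP1-complemented DT40 knockout cells, 400 cells/well, 37 °C for minimum 48 hr; ATP measured via CellTiter-Glo, 30 min dark incubation, luminescence.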
TDP1 cell CPT: growth inhibition of DT40 Tdp1-/-;hTDP1 cells with camptothecin (screen for TDP1 inhibitors); AID 686979; chicken DT40 Tdp1-/-;hTDP1 cells + 20 nM CPT, ATP luminescence, 48 h; Potency, µM (series often up to 46.2 µM), for the others: at the highest dose activity change, negative = growth inhibition, usual class: inhibitors; 420,000 compounds, 12% hits; further: nearly all actives have a fitted effect of over 55% in size
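Cell growth measured by CellTiter-Glo luminescence after a minimum 48 h, 37 C compound exposure with 20 nM CPT in Tdp1-knockout DT40 cells stably expressing hTDP1, seeded 400/well; qHTS titration format.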
Active calls of the source: *; u = inconclusive; x = no result given; [ ] = remark or other dose. The call rests on the fitted dose curve; in most records, active means well fitted curve in the direction sought with a large enough effect; inconclusive means small, poorly fitted or top-dose-only effect, or another doubt; inactive means no such curve, though single readings can be large; an effect the other way counts as inactive or inconclusive. On the % scale 0 is the no-effect control and ±100 the full control effect; potency means the concentration at half of the fitted maximal effect.

SMILES	TDP1 block	TDP1 cell noCPT	TDP1 cell CPT
CCN(CC)S(=O)(=O)c1ccc2c(c1)oc(=O)n2CC(=O)NC1CCCCC1	1.3%	0.4%	-26.7%
Cc1ccc(S(=O)(=O)Oc2ccc(/C=C3\C(=N)N4N=C(S(C)(=O)=O)SC4=NC3=O)cc2)cc1	0.0%	-7.4%	-8.5%
O=C(C[C@H]1CC[C@@H](NC(=O)Cc2cccnc2)[C@@H](CO)O1)NCc1ccc2c(c1)OCO2	x	5.7%	4.4%
COc1ccc(CCNC(=O)N[C@@H](Cc2ccccc2)C(=O)O)cc1	x	0.0%	6.6%
COc1ccc(CCC(=O)NCCCNC(=O)CCc2ccc(OC)cc2)cc1	2.6%	u	u
CCn1c(SCc2ccc(C#N)cc2)nnc1-c1cccc(Cl)c1	-8.7%	-26.8%	-10.2%
O=C1CC(c2ccccc2)CC(=O)C1Sc1ccc(Cl)cc1 (stereo not drawn)	2.6%	u	u
CCOC(=O)N1CCN(C(=O)CCN2C(=O)/C(=C\c3cccc(OC)c3)SC2=S)CC1	x	14.6µM*	-96.4%
COc1ccc(/C=N/NC(=O)c2[nH]c3ccc(Br)cc3c2-c2ccccc2)c(C(=O)O)c1OC	1.4%	-12.2%	-4.6%
Cc1cc(C)c(C(=O)c2ccc(C(=O)NC(C)(C)C)cc2)c(C)c1	1.1%	-27.2%	-19.3%
CN(C(=O)COn1nnc2ccc(Cl)cc21)C1CCS(=O)(=O)C1 (stereo not drawn)	0.4%	20.5%	-4.0%
Cn1c(SCCC#N)nnc1-c1ccccc1F	2.9%	3.0%	-1.2%
C=CCn1c(SCc2n[nH]c(=S)n2-c2ccccc2)nnc1-c1ccccc1	4.1%	4.7%	9.6%
CCc1ccc(C(=O)/C=C2\Sc3ccccc3NC2=O)cc1	2.3%	-3.9%	-19.2%
O=C(NCc1nnc(SCC(=O)N2CCOCC2)o1)c1ccccc1	x	2.4%	-25.7%
Nc1nnc(SCC(=O)NNC(=O)c2ccc(Cl)cc2)s1	0.5%	19.9%	3.2%
COc1nnc(-c2ccc(C)c(S(=O)(=O)NCC3CCCO3)c2)c2ccccc12 (stereo not drawn)	x	u	u
Cc1ccccc1CNC1CCCCC1	-5.3%	-15.1%	-3.3%
O=C(Cc1cccc(NC(=O)C2CCCN(C(=O)C3CCCC3)C2)c1)Nc1ccc(C(=O)N2CCCCC2)cc1 (stereo not drawn)	x	u	u
Cc1ccc(S(=O)(=O)Cc2cccc(C(=O)N3CCOCC3)c2)cc1	8.2%	-0.8%	-3.2%
COc1ccc2c(c1)-c1nc(-n3ncc(C(=O)NCc4cccc(C)n4)c3C3CC3)ncc1CC2	x	-16.0%	0.8%[9.04 µM]
C[C@H](NC(=O)CNC(=O)[C@@H](NC(=O)[C@H](Cc1ccccc1)NC(=O)CNC(=O)CNC(=O)[C@@H](N)Cc1ccccc1)[C@@H](C)O)C(=O)N[C@@H](CCCN=C(N)N)C(=O)N[C@@H](CCCCN)C(=O)N[C@@H](CO)C(=O)N[C@@H](C)C(=O)N[C@@H](CCCN=C(N)N)C(=O)N[C@H](CN)CCCCN	7.3%	-1.4%[4.12 µM]	-4.2%[4.12 µM]
Cc1cccnc1NC1OC(=O)c2ccccc21 (stereo not drawn)	0.0%	-7.1%	-9.8%
Cc1c(CCC(=O)N2CCC(C(=O)O)(c3ccccc3)CC2)c(=O)oc2cc3oc4c(c3cc12)CCCC4	x	-12.8%	1.1%
CC(=O)c1ccc(NC(=O)C2CCCC2)cc1	x	2.0%	6.7%
SMILES	TDP1 block	TDP1 cell noCPT	TDP1 cell CPT
COc1ccc(C(=O)CC(=O)O)c2c1C=CC(C)(C)O2	5.1%	-14.8%	0.9%
COc1ccc(C/C(N)=N/OC(=O)Cc2ccccc2)cc1OC	-1.5%	-6.1%	-9.2%
O=[N+]([O-])c1ccc2c(c1)S(=O)c1ccccc1-2 (stereo not drawn)	1.4%	-3.8%	-1.4%
O=C1CN(S(=O)(=O)c2ccc(Br)cc2)c2ccccc2N1	x	-5.1%	-6.5%
Cc1cc(=O)oc2c3c4c(cc12)OCCN4CCC3	-3.3%	-28.8%	u
O=C(O)C1C2C=CC(C2)C1C(=O)NCc1cccnc1 (stereo not drawn)	-5.2%	3.2%	0.6%
COC(=O)c1cc(CNC(=O)CC(C)c2ccccc2)ccc1OC (stereo not drawn)	1.8%	-11.8%	9.2%
Cc1cc2c(c(SCC(=O)N(C)c3ccccc3)n1)C(=O)OC2	1.0%	-10.3%	-14.8%
COc1ccc(CCNC(=O)C(=O)Nc2nccs2)cc1OC	9.5%	-19.2%	0.3%
Cn1c(SCC(=O)NNC(=O)c2ccc(Br)cc2)nnc1-c1cccnc1	6.0%	-0.5%	8.1%
CN1CCN(S(=O)(=O)c2cccc(C(=O)Nc3nccs3)c2)CC1	x	-16.4%	0.6%
COc1ccccc1N(CC(=O)NCCN1CCOCC1)S(=O)(=O)c1ccccc1	x	-1.7%	-2.9%
CCc1cccc(CC)c1NC(=O)COC(=O)c1ccccc1-c1nc2ccccc2s1	0.0%	16.4µM*	20.6µM*
COc1cccc(CNC(=O)c2ccc(OC)c(S(=O)(=O)NC3CCCC3)c2)c1	x	0.5%	-0.9%
Cc1ccc(Cn2c(=O)c3cccnc3n(CC(=O)Nc3cc(Cl)ccc3C)c2=O)cc1	-5.9%	u	-21.6%
CCCCNC(=O)Cn1c(=O)oc2cc(S(=O)(=O)N3CC(C)CC(C)C3)ccc21 (stereo not drawn)	0.0%	u	11.6µM*
COc1ccccc1C1=NOC(COC(=O)c2ccc3ccccc3n2)C1 (stereo not drawn)	5.8%	2.0%	2.0%
O=C(Cc1ccc(-n2c(=O)[nH]c3ccccc3c2=O)cc1)N1CCN(c2cccc(Cl)c2)CC1	8.6%	u	u
CN1CCCC1(C)C(=O)Nc1ccc(-n2cccc2)cc1 (stereo not drawn)	x	-16.9%	-12.8%
CC(C)c1ccc(N2C(=O)N(Cc3cccc([N+](=O)[O-])c3)c3ccccc3S2(=O)=O)cc1	3.4%	u	u
Cc1ccc(Oc2nc(CN3CCOCC3)nc3sc4c(c23)CCC(C)C4)cc1 (stereo not drawn)	4.4%	u	u
COc1ccc(N(CC(=O)Nc2cc(C)ccc2OC)S(=O)(=O)c2c(C)noc2C)cc1	3.8%	u	23.1µM*
CCOC(=O)NC(NCc1cccc(C(F)(F)F)c1)(C(F)(F)F)C(F)(F)F	4.2%	-3.2%	4.1%
CC(OC(=O)Cc1n[nH]c(=O)c2ccccc12)C(=O)N(C)c1ccccc1 (stereo not drawn)	x	16.4µM*	8.2µM*
O=C(NCc1ccccc1)C1=C[C@H](C2CC2)C[C@H](OCCCCO)O1	2.6%	-6.5%	-9.3%

Next part; the last three above are carried over.
SMILES	TDP1 block	TDP1 cell noCPT	TDP1 cell CPT
CCOC(=O)NC(NCc1cccc(C(F)(F)F)c1)(C(F)(F)F)C(F)(F)F	4.2%	-3.2%	4.1%
CC(OC(=O)Cc1n[nH]c(=O)c2ccccc12)C(=O)N(C)c1ccccc1 (stereo not drawn)	x	16.4µM*	8.2µM*
O=C(NCc1ccccc1)C1=C[C@H](C2CC2)C[C@H](OCCCCO)O1	2.6%	-6.5%	-9.3%
CC(C)C1=NN(C(=O)c2ccccc2)C(O)(C(C)(C)C)C1 (stereo not drawn)	5.9%	6.51µM*	u
Cn1c(C(C(=O)NCC2CCCO2)N(C(=O)Cn2nnc3ccccc32)C2CCCCC2)nc2ccccc21 (stereo not drawn)	3.2%	11.4%	8.6%
COCCc1nnc(NC(=O)C(C)C)s1	x	4.9%	14.5%
Cc1nc(CSc2ccccc2)cc(=O)[nH]1	0.0%	21.8%	-2.5%
COC(=O)/C(=C\Nc1ccccc1N)c1ncc(C(F)(F)F)cc1Cl	5.7%	u	-14.5%
O=C(Cn1c(=O)n(Cc2ccco2)c(=O)c2cccnc21)Nc1ccccc1F	-2.9%	u	-27.8%
Cn1c(=S)c2[nH]c(SCc3cccnc3)nc2n(C)c1=O	x	u	u
Nc1ccccc1C#Cc1ccc2[nH]ccc2c1	x	-10.1%	-10.4%
CS(=O)(=O)c1ccc(-c2cccc(NC(=O)COc3ccccc3)c2)nn1	2.3%	-29.8%	-2.8%
NC(c1csc(Nc2cc(Oc3ccccc3)ncn2)n1)c1ccccc1Cl (stereo not drawn)	x	u	u
CCOc1cccc2sc(N(CCN(CC)CC)C(=O)c3ccc(S(=O)(=O)N4CCCCC4)cc3)nc12	5.0%	0.9%	-0.2%
Cc1ccc2[nH]c(=O)c(CN(CC3CCCO3)C(=S)NCc3ccco3)cc2c1 (stereo not drawn)	-14.0%	20.6µM*	u
CCOc1ccc(C2c3c(oc4ccc(C)cc4c3=O)C(=O)N2c2nc(C)c(C)s2)cc1OC (stereo not drawn)	3.2%	7.31µM*	u
CN(C)c1ccc(C2Nc3ccccc3C(=O)N2NS(C)(=O)=O)cc1 (stereo not drawn)	x	16.3%	-9.1%
c1ccc2sc(-c3ccc4c(c3)OCO4)nc2c1	-1.0%	u	u
COC(=O)c1ccccc1NC(=O)C1=CC(c2ccc3c(c2)OCO3)=NS(=O)(=O)N1C	11.4%	-5.3%	2.3%
CC1S/C(=N/N=C2CCCCC2)NC1=O (stereo not drawn)	0.0%	10.3µM*	2.91µM*
CCn1c(=O)c(C(=O)NNC(=O)c2cccc(Cl)c2)c(O)c2ccccc21	3.5%	u	23.1µM*
CCCCn1c(CCC(=O)O)nc2cc(S(=O)(=O)N3CCCC3)ccc21	1.7%	2.2%	-2.1%
Clc1ccc(CN=C2Nc3ccccc3CS2)cc1	x	3.7%	-3.7%
COc1ccc(NC(=O)CN(C)C(=O)c2cccc(S(=O)(=O)N3CC4(C)CC3CC(C)(C)C4)c2)cc1 (stereo not drawn)	5.7%	u	u
CCCCCCCc1ccc(C2NC(=S)NC3=C2C(=O)c2ccccc23)cc1 (stereo not drawn)	x	u	16.4µM*
Cc1ccc(-c2c[n+](CC(=O)Nc3nc(-c4ccc(F)cc4)cs3)c3n2CCC3)cc1	5.3%	10.3µM*	11.6µM*
CCOC(=O)c1ccccc1NC(=O)c1nn(C)c2c1COc1ccccc1-2	2.9%	-27.2%	-3.0%
CCC(C)NC(=O)c1cc2cc3ccc(OC)cc3nc2s1 (stereo not drawn)	x	u	u
SMILES	TDP1 block	TDP1 cell noCPT	TDP1 cell CPT
CN1/C(=C\C(=O)C[n+]2ccc3ccccc3c2)C(C)(C)c2ccccc21	-2.6%	0.291µM*	0.651µM*
Cn1ccnc1SCCNC(=O)CCc1nnc(CCc2ccccc2)o1	11.9%	u	34.2%[activator]
Cc1ccc(C)c(SCC(=O)Nc2cccnc2Cl)c1	-3.6%	0.3%	1.1%
CSCCC(NC(=O)C1CC1)c1nc2ccccc2[nH]1 (stereo not drawn)	4.2%	-0.2%	-14.6%
COCC(O)Cn1ccnc1N=Nc1ccccc1 (stereo not drawn)	x	-17.4%	-7.8%
CCNC(=O)c1ccc2c(c1)C1C3CCC(C3)C1C(c1ccccc1)N2 (stereo not drawn)	3.4%	u	u
Cc1ccc(C)c(Nc2c([N+](=O)[O-])ccc3nonc23)c1	x	2.4%	13.1%
CC(=O)CC1(C)OC(N)=C(C#N)C1(C#N)C#N (stereo not drawn)	3.8%	-12.8%	u
COc1ccc(OC)c(N(CC(=O)NCCSCc2ccco2)S(=O)(=O)c2ccc(OC)c(OC)c2)c1	0.5%	16.4µM*	13µM*
Cc1cc(C)nc(-n2cc(C(=O)c3cc(F)ccc3O)cn2)n1	2.7%	-30.0%	14.7%

Shown as comma-separated lines: 7 of the compounds above
compound,TDP1 block,TDP1 cell noCPT,TDP1 cell CPT
CN1/C(=C\C(=O)C[n+]2ccc3ccccc3c2)C(C)(C)c2ccccc21,-2.6%,0.291µM*,0.651µM*
CSCCC(NC(=O)C1CC1)c1nc2ccccc2[nH]1 (stereo not drawn),4.2%,-0.2%,-14.6%
CCNC(=O)c1ccc2c(c1)C1C3CCC(C3)C1C(c1ccccc1)N2 (stereo not drawn),3.4%,u,u
Cn1ccnc1SCCNC(=O)CCc1nnc(CCc2ccccc2)o1,11.9%,u,34.2%[activator]
Cc1ccc(C)c(SCC(=O)Nc2cccnc2Cl)c1,-3.6%,0.3%,1.1%
CC(=O)CC1(C)OC(N)=C(C#N)C1(C#N)C#N (stereo not drawn),3.8%,-12.8%,u
Cc1cc(C)nc(-n2cc(C(=O)c3cc(F)ccc3O)cn2)n1,2.7%,-30.0%,14.7%

Rows are unselected. Share with any hit: about 18%.
